Screening results as filed in PubChem.
Nrf2 activator: qHTS of Nrf2 Activators; AREc32 ARE-luciferase reporter (MCF7-derived line), luminescence, 24 h; 410,000 tested, 0.31% active; Potency, µM (highest dose often 46.1 µM), for inactives: top-dose activation, actives largely listed as activators; also: potency is read from the fitted curve at half-maximal effect; % of control where 0% means no effect; nearly all actives have a fitted effect of over 65% in size
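ARE-driven firefly luciferase activity in AREc32 cells measured after a 24 hr compound exposure at 37 deg C, using Steady-Glo reagent and a 30 min room-temperature hold.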
TGFb inhibitor: qHTS for Inhibitors of TGF-b | HepG2 CAGA-GFP TGF-b/SMAD3 reporter, GFP fluorescence, 18 h; TGF-beta stimulated, 500 pg/mL final | Potency, µM (doses to about 46.1 µM), for inactives: top-dose activity, negative = inhibition, hits mostly inhibitors | 410,000 tested, 1.2% active | AID 588855, 2011; also: potency is read from the fitted curve at half-maximal effect; % is scaled to controls: 0 for no effect and ±100 for the full control effect; nearly all actives have a fitted effect of over 65% in size
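First, reporter cells (HEPG2 CAGA-GFP) rested 2 h at 37 degrees C. Next, compounds were pinned in and TGF-beta added to 500 pg/mL final. After 18 h, GFP was imaged per cell and summed per well.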
Nrf2 inh: Nrf2 qHTS screen for inhibitors; A549 ARE-Fluc reporter, luciferase luminescence, 18-24 h; Potency, µM (top dose mostly 46 µM), for inactives: top-dose activity change, negative = inhibition, most hits filed as inhibitors; 360,000 tested, 2.1% active; AID 504444, 2011; also: potency is read from the fitted curve at half-maximal effect; % is scaled to controls: 0 for no effect and ±100 for the full control effect; nearly all actives have a fitted effect of over 60% in size
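Concentration-response testing used A549 ARE_Fluc cells at 5000 cells/well. Following an 18-24 h compound incubation, viability was read by fluorescence (Ex 405/Em 525) and luciferase output by luminescence.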
Mm-Cpn inhibitor: Inhibitors of TCP-1 ring complex (TRiC) of Methanococcus maripaludis (MmCpn): qHTS; AID 504842, 2011; Potency, µM (top dose mostly 76.9 µM), inactives show at the top dose activity, negative = inhibition, most hits filed as inhibitors; Chaperonin Mm-Cpn (Methanococcus maripaludis); purified Mm-Cpn ATPase, ADP Transcreener TR-FRET; 330,000 tested, 0.031% active; also: potency is read from the fitted curve at half-maximal effect; % is scaled to controls: 0 for no effect and ±100 for the full control effect; nearly all actives have a fitted effect of over 80% in size
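ATP (10 uM final) was added to archaeal chaperonin (25 nM final) after 10 min exposure to test compound at 37°C; after 30 min further incubation, ADP was detected by competitive TR-FRET.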
CCT modulator: High-Throughput Screening for Modulators of Cytosolic Chaperonin Activity. purified chaperonin ATPase assay, HTRF ADP detection, 30 min. activity change, % (concentration not given with the values), hits read low. 360,000 tested, 0.3% active. AID 651819, 2012; in the data active = activity change below about -30%; also: % is scaled to controls: 0 for no effect and ±100 for the full control effect
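Nucleotide hydrolysis assay: TRiC at 20–40 nM final (set by batch activity) with 10 uM ATP, 30 min at 37 °C, in presence of 76 uM compound. Detection by competitive ADP HTRF, 30 min ambient.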
EPAC2 ag: qHTS for Agonist of cAMP-regulated guanine nucleotide exchange factor 4 (EPAC2): primary screen. Rap guanine nucleotide exchange factor 4 (Homo sapiens), Q8WZA2. EPAC2 activation, biochemical qHTS; response scale: 100% = 6.5 mM cAMP response. Potency, µM (top dose mostly 154 µM), for the others: top-dose activation, usual class: activators. 360,000 tested, 0.079% active. AID 720711, 2013; also: potency is read from the fitted curve at half-maximal effect; nearly all actives have a fitted effect of over 50% in size
Target sequence (Q8WZA2 whole entry, looked up): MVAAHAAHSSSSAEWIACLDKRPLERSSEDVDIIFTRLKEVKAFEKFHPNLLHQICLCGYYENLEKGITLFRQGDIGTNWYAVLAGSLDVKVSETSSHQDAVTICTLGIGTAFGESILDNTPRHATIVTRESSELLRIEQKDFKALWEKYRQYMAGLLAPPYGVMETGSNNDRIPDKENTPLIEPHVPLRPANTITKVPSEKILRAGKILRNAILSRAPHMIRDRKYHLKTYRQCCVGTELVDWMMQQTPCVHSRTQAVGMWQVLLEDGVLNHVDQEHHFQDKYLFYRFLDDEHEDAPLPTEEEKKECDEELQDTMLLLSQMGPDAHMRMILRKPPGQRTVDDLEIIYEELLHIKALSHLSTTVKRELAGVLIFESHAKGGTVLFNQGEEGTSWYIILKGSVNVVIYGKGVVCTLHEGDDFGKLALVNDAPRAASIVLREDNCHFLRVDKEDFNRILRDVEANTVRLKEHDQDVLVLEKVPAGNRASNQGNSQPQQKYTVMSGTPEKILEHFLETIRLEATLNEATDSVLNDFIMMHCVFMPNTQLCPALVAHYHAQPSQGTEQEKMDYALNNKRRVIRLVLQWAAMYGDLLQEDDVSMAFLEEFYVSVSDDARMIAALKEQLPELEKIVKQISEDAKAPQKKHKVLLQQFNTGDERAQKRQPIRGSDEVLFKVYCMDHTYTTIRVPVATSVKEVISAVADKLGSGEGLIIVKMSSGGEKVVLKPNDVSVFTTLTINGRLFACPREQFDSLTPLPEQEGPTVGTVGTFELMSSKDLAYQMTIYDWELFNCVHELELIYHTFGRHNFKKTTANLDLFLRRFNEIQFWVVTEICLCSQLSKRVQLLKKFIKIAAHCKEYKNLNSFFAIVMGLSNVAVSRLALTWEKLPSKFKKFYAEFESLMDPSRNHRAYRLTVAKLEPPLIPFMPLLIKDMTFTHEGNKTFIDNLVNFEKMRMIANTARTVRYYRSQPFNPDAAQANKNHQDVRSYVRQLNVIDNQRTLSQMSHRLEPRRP
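EPAC2 (100 nM) mixed with Rap1B loaded with BODIPY-GDP (250 nM) plus 50 uM unlabeled GDP; compounds pinned in, 5 min RT, then read every 5 min for 30 min (ex 480, em 540 nm). Normalized to cAMP control.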
EPAC2 antagonist: qHTS for Antagonist of cAMP-regulated guanine nucleotide exchange factor 2 (EPAC2): primary screen. Rap guanine nucleotide exchange factor 4 (Homo sapiens), Q8WZA2. EPAC2 GEF exchange of Rap1B-BODIPY-GDP, fluorescence. Potency, µM (titrated, usually from 114 µM), inactives show top-dose activity, negative = inhibition, hits mostly inhibitors. 360,000 tested, 0.18% active. AID 720708, 2013; also: potency is read from the fitted curve at half-maximal effect; % is scaled to controls: 0 for no effect and ±100 for the full control effect; nearly all actives have a fitted effect of over 45% in size; many of its hits are not listed in these tables
Akt phos inh: HTS Assay for Inhibitors of Akt Phophorylation: Primary Screen; Neuro2A IGF-stimulated pAkt S473 HTRF, 20 min; stronger effect = lower value; activity change, % for hits at 50 µM; 360,000 tested, 0.32% active; AID 651550, 2012; in the data active = activity change below about -80%; inconclusive = mostly about -51% to -80%; also: % is scaled to controls: 0 for no effect and ±100 for the full control effect
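Single-point screen (50 µM final compound) in Neuro2A cells stimulated 20 min with 6 nM IGF at 37 deg C. After lysis, Ser473-phosphorylated Akt read by HTRF (ex 330 nm, em 615/665 nm) as the 665/615 ratio.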
A549 tox: Nrf2 qHTS screen for inhibitors: counterscreen for cytotoxicity; A549 ARE-Fluc cells, CellTiter-Fluor viability, 18-24 h; Potency, µM (series often up to 46 µM), for the others: at the highest dose activity change, negative = cytotoxicity, hits mostly inhibitors; 390,000 tested, 0.16% active; AID 504648, 2011; also: potency is read from the fitted curve at half-maximal effect; % is scaled to controls: 0 for no effect and ±100 for the full control effect
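A549 ARE_Fluc cells in 5% FBS OPTI-MEM were exposed to compounds in concentration-response for 18-24 h at 37 deg C. Viability was read by CellTiter-Fluor fluorescence (Ex 405/Em 525) after 30 min, before the luciferase read.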
* marks the source's active call; other numbers are inactive results; i = inactive; ? = inconclusive; / = no result given; & = joins results of further samples; [ ] = another dose, or the depositor's remark. Unless noted, calls follow the shape of the dose curve; as a rule, active = well fitted curve in the direction sought with a large enough effect; inconclusive = small, poorly fitted or top-dose-only effect, or another doubt; inactive = no such curve, though single readings can be large; an effect the other way counts as inactive or inconclusive. The list is partial; the hit share may differ from the screen's.

Preview:
SMILES	Nrf2 activator	TGFb inhibitor	Nrf2 inh	Mm-Cpn inhibitor	CCT modulator	EPAC2 ag	EPAC2 antagonist	Akt phos inh	A549 tox
CCOc1cc(CO)cc(Br)c1OCC(=O)O	0.5%	12%	16%	/	0.2	2%	23%	i	-6%
CC1CCN(c2ccc(NC(=O)c3cccnc3)cc2)CC1	2.6%	0%	16%	-1%	-2.7	5%	-9%	i	-13%
CCCc1cc(C(=O)N2CCC(n3nccc3NC(=O)c3ccc(OC)cc3)CC2)no1	-0.6%	0%	?	-4%	-4.0	7%	2%	i	16%
Cc1cccc(C)c1C(O)c1ncc(-c2ccc(F)cc2)[nH]1 (stereo not drawn)	-0.1%	-16%	/	/	1.2	-3%	5%	i	/
Nc1ncnc(N)c1N=Nc1ccccc1	20%[9.22 µM]	-23%	-11%	-3%	-1.2	7%	5%	i	-2%
O=C(c1ccc2c(c1)N(Cc1ccccc1F)C(=O)c1ccccc1S2(=O)=O)N1CCc2ccccc21	0.2%	-10%	1%	/	/	/	/	/	-12%

Results, repeating the preview:
SMILES	Nrf2 activator	TGFb inhibitor	Nrf2 inh	Mm-Cpn inhibitor	CCT modulator	EPAC2 ag	EPAC2 antagonist	Akt phos inh	A549 tox
CCOc1cc(CO)cc(Br)c1OCC(=O)O	0.5%	12%	16%	/	0.2	2%	23%	i	-6%
CC1CCN(c2ccc(NC(=O)c3cccnc3)cc2)CC1	2.6%	0%	16%	-1%	-2.7	5%	-9%	i	-13%
CCCc1cc(C(=O)N2CCC(n3nccc3NC(=O)c3ccc(OC)cc3)CC2)no1	-0.6%	0%	?	-4%	-4.0	7%	2%	i	16%
Cc1cccc(C)c1C(O)c1ncc(-c2ccc(F)cc2)[nH]1 (stereo not drawn)	-0.1%	-16%	/	/	1.2	-3%	5%	i	/
Nc1ncnc(N)c1N=Nc1ccccc1	20%[9.22 µM]	-23%	-11%	-3%	-1.2	7%	5%	i	-2%
O=C(c1ccc2c(c1)N(Cc1ccccc1F)C(=O)c1ccccc1S2(=O)=O)N1CCc2ccccc21	0.2%	-10%	1%	/	/	/	/	/	-12%
Cc1cccc(C)c1NC(=O)Nc1nnc([C@@H]2C[C@H](O)[C@@H](CO)O2)s1	0.0%	20%	/	/	0.2	0%	0%	i	/
c1nc(NCc2ccc3c(c2)OCO3)c2cc(-c3ccoc3)ccc2n1	-0.1%	-7%	?	0%&-1%	/	16%	-7%	/	-8%
Cc1ccc(NC(=S)NC(=O)C2CCCC2)c(Br)c1	5.5%	?	?	-6%	-0.8	16%	-18%	i	6%
COc1ccccc1N1CCN(C(=O)c2c(C)noc2C)CC1	0.2%	4%	-3%	2%	-0.3	13%	4%	i	-2%
O=C(COC(=O)c1ccccc1O)NC(=O)c1ccc(OC(F)F)cc1	-0.1%	0%	7%	1%	-3.8	8%	2%	i	-4%
COc1ccc(CCNC(=O)CSc2nnc(-c3ccccc3)o2)cc1OC	-1.1%	-11%	11%	-2%	0.1	-5%	10%[57.1 µM]	i	-4%
CCOCCCNC(=O)c1ccc(CS(=O)(=O)Cc2ccccc2F)o1	-0.2%	4%	11%	0%	-1.5	5%	8%	i	9%
CCc1ccccc1NC(=O)c1cc(-c2ccc(F)cc2)on1	-0.3%	1%	-4%	1%	-1.2	11%	4%	i	-1%
O=C(NCCc1ccccc1)Nc1nnc([C@H]2C[C@H](O)[C@@H](CO)O2)s1	-0.5%	-21%	/	/	-0.2	1%	2%	i	/
COC(=O)c1sccc1NC(=O)c1c(C)cc(=O)oc1C	0.4%	-4%	-8%	0%	-0.6	-21%	-8%	i	-2%
CCOc1ccc(-n2c(SCC(=O)Nc3cc(C)on3)nc3c(c2=O)SCC3)cc1	-0.7%	-7%	-1%	1%	1.1	7%	8%	i	8%
CC(OC(=O)c1cccc(N(C)C)c1)C(=O)N1CCc2ccccc2C1 (stereo not drawn)	0.2%	-27%	5%	1%	-0.4	3%	2%	i	-5%
O=C(c1ccco1)N1CCN(C(=O)C2CCN(S(=O)(=O)c3cccc4nsnc34)CC2)CC1	-0.1%	2%	-7%	/	-3.5	0%	1%	i	-13%
COc1ccc(CNC(=O)COC(=O)c2cccnc2Nc2cccc(C(F)(F)F)c2)cc1	0.2%	19%	8%	-2%	-0.3	-12%	0%	i	-4%
CC1CCN(c2ccc(C(=O)NCc3ccco3)cc2[N+](=O)[O-])CC1	8.8%	-14%	-2%	0%	0.3	8%	-22%	i	0%
O=C(Nc1cnc2ccccc2c1)c1ccncc1	0.7%	1%	?	0%	1.0	1%	5%	i	-1%
CCOC(=O)N1CCN(S(=O)(=O)c2ccc(C(=O)Nc3nc4c(s3)CC(C)CC4)cc2)CC1 (stereo not drawn)	-0.8%	-27%	-1%	-2%	1.3	-9%	-2%	i	-3%
CCc1cc(C)cc(OCCOc2ccccc2/C=N/NC(C)=O)c1	0.7%	?	-15%	-1%	-0.6	-3%	-10%	i	17%
CC1(C)CC(=O)C2=C(C1)N(Cc1ccc(F)cc1)C(=O)C2(NC(=O)c1cccnc1)C(F)(F)F (stereo not drawn)	0.1%	-2%	4%	-2%	-2.1	-10%	0%	/	-15%
CC1(c2ccccc2Cl)NC(=O)N(CC(=O)Nc2ccccc2OC(F)F)C1=O (stereo not drawn)	0.2%	-27%	12%	1%	0.5	-9%	4%	i	9%
CCN(CC)CCOc1ccc(C=NNc2nc3c([nH]2)c(=O)n(C)c(=O)n3C)cc1	5.2%	12%	2%	/	-3.8	10%	3%	i	-6%
COc1ccc(-c2noc(CC(=O)N(C)c3cc(Cl)c(OC)cc3OC)n2)cc1	-0.2%	1%	?	/	/	/	/	/	-2%
CN(C(=O)c1ccc(Cl)cc1)c1ccc(OCC(=O)Nc2cc(C(=O)O)ccc2Cl)cc1	-0.5%	-3%	-14%	/	-1.8	-1%	6%	i	1%
CCOC(=O)N1CCN(CC(O)c2ccccc2)CC1 (stereo not drawn)	-0.4%	-17%	3%	-1%	0.9	2%	5%	i	-5%
CC(=O)Nc1ccc2nc(CN3CCN(Cc4ccc(F)cc4)C(CCO)C3)ccc2c1 (stereo not drawn)	0.6%	13%	8%	-1%	0.3	7%	8%	i	9%
O=C(NC1CCSc2ccccc21)c1ccc(F)cc1 (stereo not drawn)	-0.1%	9%	8%	-5%	-1.6	3%	2%	i	9%
N/C(=N\OC(=O)c1ccc(Cl)cc1)c1ccccn1	12%	6%	?	0%	-1.8	-1%	-2%	i	-13%
O=S(=O)(CCS(=O)(=O)c1ccccc1)c1ccccc1	?	0%	-10%	/	-2.4	13%	8%	i	-5%
COc1ccc(S(N)(=O)=O)cc1C(=O)OCC(=O)N1CCCC(C)C1 (stereo not drawn)	-0.3%	5%	8%	1%	-8.9	4%	1%	i	2%
Cc1ccc(S(=O)(=O)N2CCc3ccccc3C2)cc1	3.1%	?	-23%	0%	0.3	11%	?	i	20%
Cc1cc(C)cc(N(CC(=O)NCc2ccccc2Cl)S(=O)(=O)c2c(C)[nH]c(=O)[nH]c2=O)c1	-0.3%&2.5%	19%&-10%	1%&15%	-7%	-1.0	0%	-1%	i	0%&-6%
Cc1c(NC2=NC(C)(C)Cc3ccccc32)c(=O)n(-c2ccccc2)n1C	0.3%	14%	-2%	2%	2.8	7%	9%	i	-2%
O=C(CSc1nc(O)cc(=O)n1-c1ccccc1)Nc1ccc2c3c(cccc13)CC2	0.8%	?	8%	-7%	-2.4	4%	1%	i	9%
COc1ccccc1OCCNC(=O)c1cccs1	4.2%	?	/	-1%	-3.8	17%	1%	i	3%
CC1Cc2cc(S(=O)(=O)NCc3ccc(N(C)C)cc3)ccc2N1C(=O)C1CCC1 (stereo not drawn)	5.2%	?	23µM*	/	/	/	/	/	-2%
COc1ccc(CN(C)C(=O)c2ccc(OCC(=O)N3CCOCC3)c(OC)c2)cc1	0.6%	-28%	11%	0%	-1.1	-4%	-4%	i	0%
